# F508del corr – CFTR F508del correction in bronchial cells. CFBE cells, YFP halide quenching; stimulated with forskolin plus potentiator P3; % fluorescence drop versus neutral controls. activity (quench increase), % at 7.58 µM. actives 0.36% (n = 350,000);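 active = mean added fluorescence quench of at least 8% versus neutral control, with both replicates also reaching 8%; inconclusive = only one of the mean or replicate conditions met; inactive = mean below 8% and not both replicates reaching 8%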;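 note: cells transiently co-express mutant CFTR-F508del with the halide-sensitive YFP; corrector assay measuring rescue of mutant channel to the surface after 24 h compound exposure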
# ARNT-TACC3 inh – disruptors of human ARNT/TACC3 interaction; inhibition, % at 9.99 µM; AlphaScreen His-ARNT PAS-B/GST-TACC3 binding, luminescence; TACC3 fragment carries E629A point mutation; actives 0.66% (n = 390,000); Q9Y6A5;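 active = mean inhibition of replicates at least 50% and at least half of replicates each reaching 50%; inconclusive = half or more replicates reach 50% but mean below 50%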;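 note: 0% = complete ARNT plus TACC3 wells and 100% = ARNT alone without TACC3; many hits fall short of the cut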
# INS-1E GSIS act – GLuc luminescence reporter in INS-1E cells, primary screen for activators of glucose-dependent secretion of insulin; INS-1E GLuc reporter insulin secretion, 2-3 h; activation, % at 16.6 µM; actives 0.61% (n = 370,000); AID 743287;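 active = lowest replicate activation of at least 40%, so every replicate reaches that level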;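 note: 0% = median of neutral control wells and 100% = median of IBMX positive control wells; some compounds called inactive have numbers as strong as hits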
# XiGFP reactiv – X-chromosome reactivation activator; AID 743238; XiGFP mouse fibroblasts, % GFP-positive cells imaging, 3 d; cells co-treated with 5-aza-dC sensitizer; scaled so ellipticine positive control = 100%; actives 0.055% (n = 360,000); activation, % at 7.58 µM;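 active = mean normalized replicate activation at least 10% and every replicate at or above 10%; inconclusive = only one of the two criteria met; inactive = mean below 10% and not all replicates reach 10%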;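 note: 0% = median of on-plate neutral control wells and 100% = ellipticine 6 µM median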
#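 assay system = SV40-immortalized XiGFP fibroblast cells, line 68-5-11 | buffer or medium = DMEM plus 5-aza-dC sensitizer | doses = single-point pinned compound dosing | times = 3-day compound exposure, then 15 min fixation at room temperature | benchmarks = positive control ellipticine, 6 µM final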
# EWS-Fli block – EWS/Fli transcriptional activity inhibition; A673 NR0B1-luciferase reporter, viability-normalised; inhibition, % at 12.6 µM; actives 0.67% (n = 350,000); AID 651661;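 active = mean inhibition of at least 50% after viability correction, with every replicate also passing that limit; inconclusive = mean reaches 50% but only one of two replicates passes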;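 note: firefly luciferase signal divided by Alamar Blue viability fluorescence both relative to DMSO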
# DENV2 CPE – inhibitors of DENV2 cytopathic effect. DENV2-infected cells, cytopathic effect rescue, plate reader. CPE inhibition, % at 9.99 µM. actives 1.7% (n = 350,000); in the data active = CPE inhibition above about 20%, passing the limit was not always enough; inconclusive = no clear call, values can overlap the other calls; tested in BHK-21 cells;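 note: 0% = median of neutral control wells and 100% = median of positive control wells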
# ERp5 block – inhibitors of human ERp5; actives 0.05% (n = 350,000); inhibition, % at 9.99 µM; AID 651711; ERp5 insulin aggregation, absorbance 650 nm, 90 min;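 active = mean replicate inhibition above about 25%, with every replicate also reaching it, limit read from the data, passing the limit was not always enough; inconclusive = only one of those two criteria met; inactive = neither criterion met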
# Target sequence (Q15084 whole entry, looked up): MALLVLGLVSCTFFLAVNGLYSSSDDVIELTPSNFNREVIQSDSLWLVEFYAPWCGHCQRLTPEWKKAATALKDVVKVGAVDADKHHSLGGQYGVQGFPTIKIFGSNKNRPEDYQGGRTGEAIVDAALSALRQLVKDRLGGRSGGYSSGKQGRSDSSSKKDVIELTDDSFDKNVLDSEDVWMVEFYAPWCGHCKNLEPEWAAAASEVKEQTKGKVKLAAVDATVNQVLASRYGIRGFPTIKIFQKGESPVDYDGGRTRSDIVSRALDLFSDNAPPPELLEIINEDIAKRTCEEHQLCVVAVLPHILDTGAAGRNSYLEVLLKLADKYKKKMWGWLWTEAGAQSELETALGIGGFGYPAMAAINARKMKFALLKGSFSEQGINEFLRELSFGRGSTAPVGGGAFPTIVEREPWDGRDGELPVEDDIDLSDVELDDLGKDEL
# PAX8 reporter – inhibitors of PAX8 transcriptional activity in RMG-I cells; actives 1.2% (n = 360,000); inhibition, % at 12.6 µM; RMG-I TPO-luciferase reporter, SteadyGlo, 24 h;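 active = mean replicate inhibition at least 60% with every replicate also reaching 60%; inconclusive = only one of the two criteria is met; inactive = mean below 60% and not all replicates reaching 60%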;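 note: luciferase light reporting Pax8 driven TPO promoter activity; plate controls were median of neutral control wells for no effect and mitoxantrone controls for full effect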
# Active calls of the source: *; u = inconclusive; x = no result given; & = joins results of further samples.
# Below each SMILES – F508del corr	ARNT-TACC3 inh	INS-1E GSIS act	XiGFP reactiv	EWS-Fli block	DENV2 CPE	ERp5 block	PAX8 reporter
1	CCCC(=O)OCC(=O)Nc1cc([N+](=O)[O-])ccc1OC
→ -0.9	-5	0	0.0	1	-3	7	-5
2	Cc1ccc(N(CC(=O)N2CCN(c3ccc(F)cc3)CC2)S(=O)(=O)c2c(C)nn(C)c2C)cc1
→ -3.2	-4	3	0.1	-4	9	8	4
3	CCc1c(N)nc(N)nc1Nc1ccc(C)c(C)c1
→ -0.8	-9	9	0.2	1	9	-10	7
4	Cc1ccc(C2(c3noc(CN(C)Cc4ccccn4)n3)CCCC2)cc1
→ 6.1	28	-44	-0.2	8	u	5	4
5	Nc1ccc2oc(-c3ccccc3Cl)nc2c1
→ -2.2	-7	9	-0.1	38	-4	1	26
6	CN(Cc1nc2ccccc2c(=O)[nH]1)C(=O)COc1ccccc1Cc1ccccc1
→ -2.4	0	-31	1.2	-5	0	7	5
7	Cc1noc(C)c1NC(=O)Nc1ccc2c(c1)C(=O)N([C@H](C)CO)C[C@H](C)[C@@H](CN(C)C(=O)Cc1ccccc1)OCCCC[C@@H](C)O2
→ -0.5	-2	2	-0.1	4	2	4	-7
8	O=C(NCc1ccccc1)[C@@H]1CCCN1C(=O)[C@H]1CCCN1C(=O)N1CCCCC1
→ -0.8	x	7	-0.1	-5	-1	-1	-1
9	COC(=O)CN1C(=O)COc2ccc(S(=O)(=O)NCc3ccccc3)cc21
→ -2.1	-3	9	0.0	-8	10	-3	-10
10	Cc1cccc(OCCSc2nc3ncnc(N)c3[nH]2)c1
→ -1.2	-8	8	0.0	8	-2	8	10
11	COc1ccc(NC(=O)N(C)C[C@@H]2Oc3ccc(NS(=O)(=O)c4ccc(OC)cc4)cc3CC(=O)N([C@H](C)CO)C[C@@H]2C)cc1
→ -1.7	-11	-5	0.0	-2	1	1	-1
12	C=C1CCN([C@@H](C)C(=O)OCc2ccc(C)cc2)S(=O)(=O)c2ccccc21
→ -1.4	-14	-12	0.0	-3	2	-4	15
13	O=C1CN(C(=O)CSc2nncs2)c2ccccc2N1
→ -1.3	-1	-9	-0.1	6	u	0	6
14	COc1ccc(N(CC(=O)N/N=C/c2cc(OC)ccc2OC)S(=O)(=O)c2ccccc2)cc1
→ 0.1	1	-12	0.0	3	2	3	-9
15	O=C(NC1CCN(S(=O)(=O)c2ccc(F)cc2)CC1)c1ccco1
→ -1.9	-2	8	0.0	0	-4	7	-6
16	Cn1c(N)c(Sc2ccc(F)cc2)c(=O)n(C)c1=O
→ 0.9	-3	10	0.0	2	7	-76	-28
17	COc1ccc(-c2ccccc2C2Cc3nnccc3CN2)cc1 (stereo not drawn)
→ -3.8	x	x	0.3	-4	-7	4	72*
18	C[C@@H]1CN([C@@H](C)CO)C(=O)c2cc(NC(=O)Cc3ccccc3)ccc2O[C@@H](C)CCCCO[C@H]1CN(C)C
→ -0.9	22	16	-1.0	-5	-2	3	-9
19	CC(CN1CCOCC1)OC(=O)C1COc2ccccc2O1 (stereo not drawn)
→ -5.5	-8	4	0.0	-1	-7	-5	8
20	CC1Cc2ccccc2N1C(=O)CSc1nnc(N)s1 (stereo not drawn)
→ 1.6	-11	12	0.2	-5	-6	8	12
21	CO[C@@H]1CC[C@H]2CCOc3ccc(C#N)cc3C(=O)N(C)[C@@H](C)C(=O)N(C)C[C@H]1O2
→ x	7	8	0.3	-2	10	x	0
22	Cn1cnc(S(=O)(=O)N2C[C@H](O)COC[C@H]3O[C@H](CC(=O)N4CCN(c5ccccc5)CC4)CC[C@@H]32)c1
→ -3.1	1	3	0.8	-3	13	-8	13
23	COc1ccc(C(c2sc3ncnn3c2O)N2CC(C)OC(C)C2)cc1OC (stereo not drawn)
→ 2.0	x	x	0.0	-8	75*	-4	-27
24	C[C@H]1CN([C@@H](C)CO)C(=O)c2cc(NC(=O)CCN3CCOCC3)ccc2O[C@@H]1CN(C)S(=O)(=O)c1ccc(F)cc1
→ -2.9	3	30	-0.5	4	9	1	-21
25	Cc1ccccc1S(=O)(=O)Nc1ccc2c(c1)C(=O)N(C)[C@@H]1CC[C@@H](CC(=O)O)O[C@H]1CO2
→ -0.9	x	0	0.0	-5	x	x	-9
26	C[C@H]1ON(c2ccccc2)[C@@H](c2ccccc2)[C@@H]1C(=O)N1C(=O)OC[C@@H]1c1ccccc1
→ 2.6	-7	x	x	-3	15	0	-10
27	CCn1ccnc1CN(C)C(=O)C1CCC(=O)N(Cc2cccc(C(F)(F)F)c2)C1 (stereo not drawn)
→ -2.7	-3	23	0.4	0	3	-5	7
28	C[C@@H]1CN([C@@H](C)CO)C(=O)c2cc(-c3ccc(F)cc3)cnc2O[C@@H]1CN(C)C(=O)c1ccccn1
→ -2.6	2	0	0.7	-1	-3	1	13
29	CC12COC3(P(=O)(c4ccccc4)c4ccccc4)CC1CCC23CP(=O)(c1ccccc1)c1ccccc1 (stereo not drawn)
→ x	x	-7	0.0	-24	4	-2	7
30	C[C@@H]1CN([C@@H](C)CO)C(=O)c2cc(C#Cc3cccc(F)c3)cnc2O[C@H]1CN(C)C(=O)C1CCC1
→ -0.2	-2	-15	-0.9	5	-9	1	29
31	COc1cc(NC(=O)Cc2ccccc2)c(C(=O)O)cc1OC
→ 0.8	-5	-9	0.0	12	3	8	8
32	O=C(NN=C1c2ccccc2-c2ccccc21)c1ccccc1
→ -0.3	18	4	0.0	8	-2	4	27
33	COc1ccccc1N(CC(=O)NCCSCc1ccccc1)S(=O)(=O)c1ccccc1
→ -3.6	x	-21	-0.3	-31	5	-7	3
34	O=C(c1ccccc1)c1c[nH]c2ccccc12
→ -2.9	2	21	0.0	-62	-3	2	-32
35	CCC(=O)N1C[C@@H](C)[C@@H](OC)CN(C)C(=O)c2cc(NC(=O)c3ccc(F)cc3)ccc2OC[C@H]1C
→ 1.1	-2	-1	0.3	0	7	3	-7
36	CC(C)(C)C(=O)N1N=C(c2cccc(NS(C)(=O)=O)c2)CC1c1cccs1 (stereo not drawn)
→ x	8	4	0.1	6	-2	1	8
37	O=C(COC(=O)c1cc(-c2ccccn2)nc2ccccc12)Nc1ncc(C(F)(F)F)cc1Cl
→ 2.0	-3	21	-0.1	2	5	6	-12
38	O=C(Cc1ccccc1F)Nc1cccc(S(=O)(=O)N2CCCCC2)c1
→ -1.2	x	-9	-0.1	4	-2	-1	x
39	COCC(=O)N1C[C@H](C)[C@H](OC)CN(C)C(=O)c2cc(NC(=O)Nc3ccccc3)ccc2OC[C@H]1C
→ 0.8	-4	1	0.1	-6	0	2	x
40	Cc1nnc(SCc2cc(=O)oc3cc(O)ccc23)n1Cc1ccccc1
→ x	3	-3	-0.3	9	x	x	10
41	COc1ccc(C(C(=O)NCC2CCCO2)N(C(=O)CNC(=O)c2cccs2)c2ccccc2)cc1OC (stereo not drawn)
→ 0.8	8	-5	0.0	-2	-4	5	16
42	COc1ccc(C(=O)Nc2cc(OC)c(Cl)cc2Cl)cc1
→ -1.5	-2	9	0.0	-62	-7	u	-51
43	C/C=C\C(=O)Nc1cccc(C2=NOC3(C2)C[C@@H](C(N)=O)N(C(=O)CCCCC)C3)c1 (stereo partly drawn)
→ 0.7	0	x	0.2	-1	x	2	-12
44	O=C(C[C@H]1CC[C@H](NC(=O)c2ccc3c(c2)OCO3)[C@@H](CO)O1)NCc1ccc(Oc2ccccc2)cc1
→ 1.1	-11	-9	0.0	x	8	1	x
45	O=C1NC2(CCCC2)C(=O)N1CCS(=O)(=O)Oc1ccccc1
→ 2.9	0	-11	0.3	-2	-9	3	1
46	Cc1nn(CC(=O)N2N=C(C(F)F)CC2(O)C(F)F)c(C)c1[N+](=O)[O-] (stereo not drawn)
→ x	2	19	-0.1	2	x	0	-10
47	CCC(C)Sc1nnc(NC(=O)C2CCN(C(=O)c3ccco3)CC2)s1 (stereo not drawn)
→ -0.9	10	-13	0.1	-7	0	5	-7
48	O=c1c2ccccc2[nH]c(=S)n1CCN1CCCC1
→ 1.0	x	-51	0.1	6	-5	-2	4
49	O=C(NC1CCC1)[C@H]1[C@H](CO)[C@H]2Cn3c(ccc(/C=C/c4ccccc4)c3=O)[C@H]2N1Cc1cncnc1
→ x	25	-3	0.6	-9	3	-1	x
50	O=C(N[C@@H](c1ccccc1)[C@@H]1C[C@H]1C(=O)NCc1ccccn1)OCc1ccccc1
→ 1.0	1	-4	0.0	6	18	3	-71
51	CC(=O)c1ccc(OC2(C)CCN(Cc3csc4ccccc34)C2)cc1 (stereo not drawn)
→ -2.3	x	-22	0.0	-10	-8	9	7
52	Cc1cccnc1C(c1ccc(F)cc1)N(C)C(=O)C1CCN(CCOc2ccc(Cl)cc2Cl)CC1 (stereo not drawn)
→ 2.9	x	-13	0.4	-4	-9	-2	14
53	COc1cc(C(=O)NCC2CCCCC2)cc(OC)c1OC
→ 0.2	-2	-2	0.3	5	16	-1	9
54	c1ccc(-c2nc3ccccc3s2)nc1
→ -0.7	-1&-3	1	0.2	-49	4	u	-224&-122
55	C[C@H](CO)N1C[C@H](C)[C@@H](CN(C)C(=O)Nc2ccc3c(c2)OCO3)Oc2ccc(NS(=O)(=O)c3ccc(F)cc3)cc2C1=O
→ 0.1&-0.5	-7	14&-2	-1.3&-0.1	-70&7	-3&4	-2&-5	-3
56	CC(C)[C@@H](C(=O)N1CCCC1)N1C(=O)N2CCc3c([nH]c4ccccc34)[C@@]2(C)C1=O
→ -1.2	-3	-11	x	13	1	3	x
57	O=C(Nc1ccc2c(c1)OCO2)c1ccc2c(c1)OCO2
→ x	52*	10	-0.1	x	x	x	-61
58	Oc1cccc(C(Nc2nccs2)c2ccc3cccnc3c2O)c1 (stereo not drawn)
→ -3.2	40	-1	0.4	14	-8	3	75*
59	CCOc1ccc(NC(=O)CN(C)C(=O)c2nc3nc(C)cc(C)n3n2)cc1OCC
→ 0.3	-2	16	-0.1	-2	-1	-13	2
60	COc1ccc(CN(C)C[C@H]2Oc3ccc(NC(=O)CCCCCC(=O)Nc4ccccc4N)cc3CC(=O)N([C@@H](C)CO)C[C@@H]2C)cc1
→ 1.0	x	1	-0.3	4	19	-4	3

# Following part:
# Below each SMILES – F508del corr	ARNT-TACC3 inh	INS-1E GSIS act	XiGFP reactiv	EWS-Fli block	DENV2 CPE	ERp5 block	PAX8 reporter
61	CCN1C(=O)/C(=C2\C=Cc3ccccc3N2CC)OC1=S
→ -3.1	1	2	x	-7	x	3	x
62	COc1ccc2c3c([nH]c2c1)[C@H](CO)N(Cc1nccs1)CC31CN(Cc2ccncc2)C1
→ 4.1	x	1	0.1	-5	0	12	x
63	O=C(N/N=C/c1ccco1)c1ccc2nc[nH]c2c1
→ 2.5	-2	-8	0.0	0	6	-1	6
64	CC(=O)Nc1ccc(S(=O)(=O)N2CCN(c3nc(C)cc(C)n3)CC2)cc1
→ -5.0	-8	-3	0.2	5	1	1	0
65	Cc1ccc(NC(=O)NC(=O)COC(=O)c2ccc(O)cc2O)c(C)c1
→ -0.5	x	-10	-0.1	4	-4	6	-8
66	Cc1ccc(NC(=O)CN2C(=O)NC(C)(CCc3ccccc3)C2=O)cc1 (stereo not drawn)
→ 0.7	x	-13	0.2	8	-8	1	6
67	CC(C)(CNC(=O)CNC(=O)C1CCCCC1)N1CCOCC1
→ -0.2	-17	21	0.1	-12	-5	2	-6

# Not a hit list; 4.2% or so of the library scored in one or more.
